# D2 antag: antagonists of human D2 dopamine receptor; P14416; HEK293 TREx D2 cells, calcium flux, dopamine EC80; inhibition, % at 10 µM; actives 2% (n = 340,000); in the data active means inhibition above about 30%; further: 0% is about no effect
#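 Compounds are added to dye-loaded, induced HEK293 T-REx cells coupled to calcium release via D2; after a 3 min kinetic read an EC80 dopamine stimulus is given and fluorescence is recorded for 3 more min.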
# mIDH1 inhibitor: blocks human mutant IDH1 R132H enzyme. O75874. Potency, µM (doses to about 76.6 µM), without a hit: at the top dose activity change, negative = inhibition, hits mostly inhibitors. actives 0.093% (n = 390,000). IDH1-R132H enzyme, NADPH consumption, diaphorase/resazurin fluorescence; further: potency means the concentration at half of the fitted maximal effect; on the % scale 0 is the no-effect control and ±100 the full control effect; nearly all actives have a fitted effect of over 65% in size
#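 IDH1-R132H (0.5 ug/mL dispensed) in pH 7.5 Tris buffer was preincubated 30 min with compound, then given a substrate mix of 0.016 mM NADPH and 2 mM alpha-KG for 80 min at room temperature; remaining NADPH was read by diaphorase/resazurin fluorescence.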
# TrxR1 substrate: rat thioredoxin reductase 1 substrate activity; purified TrxR1 substrate turnover, NADPH consumption readout; Potency, µM (series often up to 114 µM), inactives show top-dose activity change, negative = substrate turnover; actives 0.01% (n = 390,000); AID 588456; further: potency means the concentration at half of the fitted maximal effect; on the % scale 0 is the no-effect control and ±100 the full control effect; nearly all actives have a fitted effect of over 50% in size
#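 Rat TrxR1, dispensed at 90 nM, was prereduced with 400 uM NADPH (final) for 5 min at ~22 deg C, then incubated with compound 15 min before 400 uM selenite. A first-read NADPH fluorescence drop versus no-compound background flagged substrates.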
# PI4K2A block: PI4K2A (human) kinase inhibition; Q9BTU6; actives 0.13% (n = 420,000); purified PI4K2A, ADP-Glo luminescence, 1 h; active compounds read low; activity change, negative = inhibition, % at 76.9 µM; AID 1346378; in the data active means activity change below about -50%; inconclusive means mostly about -30% to -49%;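 further: -100% = wells without enzyme as full effect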
#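 Compounds are screened against recombinant PI4K2A using PI as substrate and ATP, the latter dispensed at 300 microM. Reactions run one hour at ambient temperature before ADP-Glo detection; full inhibition defined by wells lacking enzyme.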
# D2 agonist: activates the human D2 dopamine receptor; activation, % at 2 µM; HEK293 T-REx D2 cells, calcium flux agonist mode; actives 0.53% (n = 340,000);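 active means activation over 3 SD above normal in the single-dose calcium agonist read, cut at about 30% in these data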; further: 0% is about no effect
#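 Calcium-flux readout, 1 cycle/sec over 180 s following compound pin transfer, in inducible HEK293 Trex D2 cells (force-coupled); dopamine controls included. Positive calcium responses during this window marked compounds as potential agonists.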
# TRHR enhancer: TRH receptor (human) allosteric enhancement. P34981. TRHR cells, fluo-8 calcium fluorescence, EC20 TRH enhancement. enhancement, % at 2 µM. actives 0.66% (n = 360,000); in the data active means enhancement above about 30%; further: 0% is about no effect
#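 Enhancer read-out: after compound pinning and an initial kinetic agonist-mode read, an EC20 of TRH (10 nM final) was injected and fluo-8 calcium signal (Ex 480/Em 530) followed at 1 s/cycle for 100 cycles in TRHR-expressing cells.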
# USP1-UAF1 inh: blocks the human USP1/UAF1 deubiquitinase complex | O94782 | recombinant USP1/UAF1, Ub-Rhodamine cleavage fluorescence | Potency, µM (highest dose often 57.1 µM), inactives show at the highest dose activity change, negative = inhibition, usual class: inhibitors | actives 0.23% (n = 390,000) | AID 743255; further: potency means the concentration at half of the fitted maximal effect; on the % scale 0 is the no-effect control and ±100 the full control effect; nearly all actives have a fitted effect of over 60% in size; inactives centre near -12
# Target sequence (O94782 whole entry, looked up): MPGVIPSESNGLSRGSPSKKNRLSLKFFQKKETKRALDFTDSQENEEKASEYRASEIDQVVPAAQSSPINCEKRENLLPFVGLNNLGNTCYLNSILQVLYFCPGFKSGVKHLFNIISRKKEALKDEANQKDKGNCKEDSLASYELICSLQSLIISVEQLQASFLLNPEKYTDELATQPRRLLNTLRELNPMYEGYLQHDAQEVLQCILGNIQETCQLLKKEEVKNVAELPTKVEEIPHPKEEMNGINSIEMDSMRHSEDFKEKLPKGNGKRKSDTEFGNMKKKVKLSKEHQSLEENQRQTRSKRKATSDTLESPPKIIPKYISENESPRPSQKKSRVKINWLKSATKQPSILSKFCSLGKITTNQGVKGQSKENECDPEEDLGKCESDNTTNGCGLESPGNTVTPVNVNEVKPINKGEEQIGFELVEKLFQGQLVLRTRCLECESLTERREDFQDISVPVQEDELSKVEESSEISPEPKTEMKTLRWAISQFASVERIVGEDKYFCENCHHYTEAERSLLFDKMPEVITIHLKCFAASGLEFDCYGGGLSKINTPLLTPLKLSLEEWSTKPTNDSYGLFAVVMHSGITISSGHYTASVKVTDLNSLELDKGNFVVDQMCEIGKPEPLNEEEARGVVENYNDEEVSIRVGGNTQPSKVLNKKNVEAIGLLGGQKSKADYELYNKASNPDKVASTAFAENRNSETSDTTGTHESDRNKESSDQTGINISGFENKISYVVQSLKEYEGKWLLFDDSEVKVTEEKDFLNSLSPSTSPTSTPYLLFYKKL
#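 1 nM enzyme complex + cpd, 15 min RT; start with Ub-Rho 150nM final; kinetic fluorescence ex 480/em 540, 6 reads q60 s. Buffer 50mM HEPES pH 7.8, 0.5mM EDTA, 0.1 mg/ml BSA, 1mM TCEP, 0.01% Tween-20.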
# TRHR ag: activates the human TRH receptor. TRHR cells, calcium flux fluo-8, FDSS agonist mode. activation, % at 2 µM. actives 0.18% (n = 360,000); in the data active means activation above about 30%; further: 0% is about no effect
#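 Read-out: compound-evoked intracellular calcium rise in TRHR cells, fluo-8 dye, kinetic FDSS fluorescence at 1 s/cycle following a 10-cycle baseline. Cells cultured overnight before dye loading (30 min–1.5 h, RT).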
# rTrxR1 inhibitor: inhibitors of rat thioredoxin reductase 1; O89049; recombinant rTrxR1, NADPH fluorescence consumption, selenite substrate; Potency, µM (titrated, usually from 114 µM), inactives show at the highest dose activity change, negative = inhibition, most hits filed as inhibitors; actives 1% (n = 390,000); further: potency means the concentration at half of the fitted maximal effect; on the % scale 0 is the no-effect control and ±100 the full control effect; nearly all actives have a fitted effect of over 65% in size
#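 Rat TrxR1 (90 nM in the dispensed reagent) was pre-reduced with 400 uM NADPH for 5 min at room temperature, then incubated with compound for 15 min. After 400 uM selenite was added, NADPH fluorescence (Ex 340/Em 450 nm) was followed for 8 min.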
# An asterisk follows results filed as active; ? = inconclusive; · = no result given; & = joins results of further samples; [ ] = remark or other dose. Unless noted, the call rests on the fitted dose curve; in most records, active means well fitted inhibition curve with a large enough effect; inconclusive means small, poorly fitted or top-dose-only effect; inactive means no such curve, though single readings can be large or run the other way.
SMILES,D2 antag,mIDH1 inhibitor,TrxR1 substrate,PI4K2A block,D2 agonist,TRHR enhancer,USP1-UAF1 inh,TRHR ag,rTrxR1 inhibitor
O=C(NCCC1=CCCCC1)c1ccc2c(c1)N(Cc1ccccc1F)C(=O)c1ccccc1S2(=O)=O,·,-1%,6%,-1,0.0,2,-26%,0.6,42%[activator]
Cc1ccc(-c2csc3ncn(CC(=O)N4CCOCC4)c(=O)c23)cc1C,-8,8%,-6%,1,0.4,-1,0%,-1.5,-7%
N#Cc1nc(COc2ccc(Cl)cc2)oc1NCc1ccc2c(c1)OCO2,8,6%,-3%,0,-0.4,-11,-20%,2.0,-2%
Cc1cc(Nc2ccc(Cl)cc2)n(-c2cccc(Cl)c2)n1,-8,2%,0%[57.1 µM],-1,-0.6,19,-4%,0.1,-3%[57.1 µM]
Cc1nn(-c2ccccc2)c2c1N(CC(=O)N1CCN(c3ccc(F)cc3)CC1)C(=O)CS2,·,0%,3%[57.1 µM],7,0.1,6,-27%,-0.3,9%[57.1 µM]
CCc1cccc(C)c1NC(=O)CSc1n[nH]c(-c2ccccc2)n1,·,-14%,1%[57.1 µM],0,-1.6,3,-20%,-0.3,23%[57.1 µM]
O=c1c(Cl)c(Cl)cnn1Cc1nnc(-c2ccccc2Br)o1,·,-15%,2%[57.1 µM],5,·,39*,-36%,1.0,?
c1ccc2c(CNCCN3CCOCC3)cccc2c1,0,8%,-10%,0,-0.9,5,-12%,-0.1,19%[57.1 µM]
COc1ccc(-c2c(-c3cc(OC)cc(OC)c3)n(C)c3ccc(-c4ccc(OC)nc4)cc23)cc1,-6,-15%,119%[activator][57.1 µM],-5,0.9,0,-33%,0.3,83%[activator][57.1 µM]
O=C(CNC(=O)c1ccco1)OCC(=O)c1ccc(Br)cc1,·,-12%,-4%,-2,·,4,-5%,0.0,-3%
O=C(Nc1cccc(F)c1)C1CCN(c2nnnn2-c2ccccc2)CC1,3,0%,-2%,1,-0.2,-9,-3%,0.1,19%
CC(C)(C)c1ccc(Cc2n[nH]c(=S)[nH]c2=O)cc1,·,-18%,4%,-4,·,2,-24%,-0.2,-12%
O=c1cc(CSc2nnnn2-c2ccccc2)nc2scc(-c3ccccc3)n12,-17,19%,-1%,-1,2.5,4,-1%,-0.4,8%
C/C(=N\NC(=O)C1CC1c1ccccc1)c1cccc([N+](=O)[O-])c1 (configuration not stated),26,6%,-7%,3,-0.5,-2,-18%,-0.4,0%
O=C(Cc1cccs1)N(c1ccccc1)C1C=CS(=O)(=O)C1 (configuration not stated),9,7%,8%,-10,0.3,23,-5%,0.8,1%
O=C(CCN1CCOCC1)N1CCCC(Nc2ccc(F)cc2)C1 (configuration not stated),-4,-8%,6%,0,1.6,-6,-26%,0.5,13%
O=C(CSc1nnc(C2CCCCC2)o1)N1CCCCC1,3,10%,17%[57.1 µM],2,-0.3,-5,-8%,-0.5,-3%[57.1 µM]
C=CCOc1ccc(C2NC(=S)NC3=C2CCc2ccccc23)cc1 (configuration not stated),-13,13%,-2%,-1,0.0,-3,-19%,0.2,?
CCN(Cc1nc(-c2ccc(OC)cc2)no1)C(=O)c1ccoc1C,-24,-3%,-7%,-1,0.1,2,-19%,0.9,-6%
O=C(NCc1nc2ccccc2[nH]1)C1=C[C@H](C2CCCCC2)C[C@H](OCCCCO)O1,·,2%,-12%[57.1 µM],-4,·,·,-31%,·,1%[57.1 µM]
COc1ccc(CC(=O)NNC(=S)NC(=O)c2cccnc2)cc1,-8,3%,-16%[57.1 µM],-6,0.0,0,-13%,-0.1,-45%
O=C(O)CC(NS(=O)(=O)Cc1ccccc1)c1cccc([N+](=O)[O-])c1 (configuration not stated),5,-3%,20%[57.1 µM],-1,0.2,2,-17%,0.4,24%[57.1 µM]
Cc1onc(-c2ccccc2)c1CNC(=O)Nc1ccc(F)cc1F,18,3%,-3%,-2,0.1,-3,0%,-2.4,-2%
CC(=O)Nc1ccc(C(=O)N/N=C/c2ccccc2OC(=O)c2ccc(Cl)cc2)cc1,-2,10%,-10%,-1,0.5,2,-14%,0.4,-10%
COc1ccc(OC)c(NC(=O)Nc2nnc(N3CCCCC3C)s2)c1 (configuration not stated),-16,3%,1%,0,2.4,4,-23%,1.4,6%

# Part of the list above, reduced to TrxR1 substrate and mIDH1 inhibitor:
molecule,TrxR1 substrate,mIDH1 inhibitor
C/C(=N\NC(=O)C1CC1c1ccccc1)c1cccc([N+](=O)[O-])c1 (configuration not stated),-7%,6%
O=C(Cc1cccs1)N(c1ccccc1)C1C=CS(=O)(=O)C1 (configuration not stated),8%,7%
O=C(CCN1CCOCC1)N1CCCC(Nc2ccc(F)cc2)C1 (configuration not stated),6%,-8%
O=C(CSc1nnc(C2CCCCC2)o1)N1CCCCC1,17%[57.1 µM],10%
C=CCOc1ccc(C2NC(=S)NC3=C2CCc2ccccc23)cc1 (configuration not stated),-2%,13%
CCN(Cc1nc(-c2ccc(OC)cc2)no1)C(=O)c1ccoc1C,-7%,-3%

# Further records follow.
SMILES,D2 antag,mIDH1 inhibitor,TrxR1 substrate,PI4K2A block,D2 agonist,TRHR enhancer,USP1-UAF1 inh,TRHR ag,rTrxR1 inhibitor
COc1ccc(OC)c(CCNC(=O)Cn2cccc2C(=O)c2ccccc2)c1,13,-10%,-4%,1,-1.0,-1,-6%,-0.8,13%
COC(=O)c1c(NS(=O)(=O)Cc2ccccc2)sc2c1CCCC2,-13,3%,5%,-2,-0.9,3,-17%,-0.6,-4%
Cc1cccc(-c2nc(CSCC(=O)N3CCN(c4cccc(C)c4C)CC3)c(C)o2)c1,·,29%,0%[57.1 µM],-9,-0.9,-6,-25%,0.2,1%[57.1 µM]
CCOC(=O)C1=C(C)N2C(=C(C#N)[C@@H]1c1ccc(C(=O)OC)cc1)SC[C@@]2(O)C(C)(C)C,·,0%,-4%[57.1 µM],-1,·,-1,-20%,-0.2,-30%[57.1 µM]
Cc1[nH]c2ccccc2c1C(=O)COC(=O)C1CC(=O)N(Cc2ccco2)C1 (configuration not stated),-9,6%,-5%,0,-0.5,5,3%,-0.5,-33%
COc1ccc2c(CNCCc3ccco3)c(C(=O)O)n(Cc3ccccc3)c2c1,·,15%,1%,-5,-0.7,-2,-12%,0.5,-8%
CCOC(=O)c1cc2c(=O)n3ccccc3nc2n(C(C)C)c1=NC(=O)c1c(-c2c(F)cccc2Cl)noc1C,·,-24%&-4%,16%&4%,6&3,-2.6,1&3,-11%&-12%,-0.5&0.1,4%&-9%
CC(C)c1ccc(S(=O)(=O)c2nnn3c2nc(NCc2cccs2)c2sccc23)cc1,·,1%,25%,0,0.4,5,-24%,0.3,67%[activator]
N#Cc1nc(COc2ccc(-c3ccccc3)cc2)oc1NCc1cccnc1,1,7%,-4%,-5,0.3,3,-10%,-0.2,19%
N#Cc1nc(-c2ccc(F)cc2)oc1NCCN1CCOCC1,12,13%,72%[activator],2,0.4,-5,-23%,0.2,6%
O=C(NCc1ccccn1)C1CC(c2ccccc2O)=NO1 (configuration not stated),-14,0%,10%[57.1 µM],3,0.1,1,-5%,-1.8,9%[57.1 µM]
Cc1ccc(S(=O)(=O)Oc2ccc(C)cc2/C=N/N=C2\NC(=O)C(C)S2)cc1 (configuration not stated),1,6%,-10%,1,0.0,9,-21%,-0.6,-15%
CC1(C)C2CCC1(C)C(OC(=O)CNc1ccccc1)C2 (configuration not stated),-4,-4%,5%,3,1.8,-2,-30%,0.7,-24%
Cc1cc(C)c(NC(=O)/C=C\C(=O)O)c(Cl)c1,-4,-2%,3%,1,0.5,7,1%,0.2,?
O=C(Nc1ccc(F)cc1)c1nc[nH]c1C(=O)O,5,15%,3%,-20,-0.3,3,-11%,0.7,4%
CCOC(=O)c1c(C)oc2ncnc(Nc3ccc(OCC)cc3)c12,·,-12%,1%,-2,0.9,-6,-10%,0.6,16%
CC(Sc1ccc(Cl)cc1)C(=O)NCc1ccc2c(c1)OCO2 (configuration not stated),-2,0%,-4%,5,-0.8,-2,-13%,-0.4,-6%
COc1ccc(C)cc1NC(=O)Nc1ccc(C(=O)N2CCCC2)cc1,·,1%,3%,-17,·,17,-18%,-1.4,17%
O=C(c1ccc2c(c1)N(Cc1ccccc1)CCS2)N1CCOCC1,-5,3%,16%,-3,-1.1,-6,-2%,-0.2,23%
O=C1CC(c2ccccc2)c2cccc(F)c21 (configuration not stated),-14,-6%,-3%,3,0.0,-1,-9%,-0.8,9%
CCNc1ccc(C(=O)OCC)cc1NC(=O)c1cccc(S(=O)(=O)N2CCOCC2)c1,8,-3%,1%,-1,0.0,-5,6%,0.0,17%
Cn1c(=O)c2c(nc(C(O)c3ccccc3)n2C)n(C)c1=O (configuration not stated),·,2%,8%[11.4 µM],2,·,·,1%,·,5%[11.4 µM]
Cc1ccc(N2CCN(C(=O)NCc3noc4ccc(C)cc34)CC2)c(C)c1,·,-8%,-1%,3,-0.6,2,-27%,-0.3,19%
Cc1ccc(CN(Cc2ccco2)C(=O)c2oc3c(C)c(C)ccc3c2C)cc1,·,12%,9%,-2,-0.1,7,-9%,1.4,?
CN(C)S(=O)(=O)c1cccc(NC(=O)NCCCl)c1,4,3%,1%,7,0.4,-2,-22%,0.4,10%
Cc1cc(C)nc(SCc2nnc(SCC(=O)Nc3nc(-c4ccccc4)cs3)n2-c2ccccc2)n1,-6,-2%,13%[57.1 µM],-1,-1.3,2,-23%,-0.2,16%[57.1 µM]

# Reprinted at random: 2 entries already listed, in no set order.
SMILES,D2 antag,mIDH1 inhibitor,TrxR1 substrate,PI4K2A block,D2 agonist,TRHR enhancer,USP1-UAF1 inh,TRHR ag,rTrxR1 inhibitor
CC(C)c1ccc(S(=O)(=O)c2nnn3c2nc(NCc2cccs2)c2sccc23)cc1,·,1%,25%,0,0.4,5,-24%,0.3,67%[activator]
CC(Sc1ccc(Cl)cc1)C(=O)NCc1ccc2c(c1)OCO2 (configuration not stated),-2,0%,-4%,5,-0.8,-2,-13%,-0.4,-6%

# Source: PubChem
